High-throughput results: PubChem, several laboratories
Cdc25B block = inhibitors of Cdc25B phosphatase catalytic domain, primary screen, biochemical, OMFP fluorescence. M-phase inducer phosphatase 2 (Homo sapiens), P30305. recombinant Cdc25B, OMFP fluorescence Ex485/Em525. inhibition, %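 (compounds tested at 10 µM final in the well)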. actives 0.1% (n = 65,000). AID 368, 2006; in the data active = inhibition above about 50%
RORA act = activators of orphan receptor RORA, primary screen, cell-based, luminescence; Nuclear receptor ROR-alpha (Homo sapiens), P35398; CHO-K1 Gal4-RORA LBD luciferase reporter; percent increase over mock-subtracted basal signal; activation, % at 10 µM; actives 1.5% (n = 65,000);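 active = activation above the mean of all tested compounds plus 3 SD, cut at about 49% in these data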;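 also: 0% = DMSO-treated RORA cells and 100% = added signal equal to DMSO minus mock-transfected cells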
MKP-1 inh = MKP-1 phosphatase inhibitors, primary screen, biochemical, in vitro; Dual specificity protein phosphatase 1 (Homo sapiens), P28562; recombinant MKP-1, OMFP hydrolysis fluorescence; inhibition, %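 (compounds tested at a single concentration somewhere between 10 and 100 µM)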; actives 0.15% (n = 65,000);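 active = inhibition above about 50%, limit read from the data; inconclusive = inhibition over screen mean plus 3 SD, below that limit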;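 also: 0% = DMSO max control wells and 100% = wells with enzyme stopped by NaOH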
Target sequence (P28562 whole entry, looked up): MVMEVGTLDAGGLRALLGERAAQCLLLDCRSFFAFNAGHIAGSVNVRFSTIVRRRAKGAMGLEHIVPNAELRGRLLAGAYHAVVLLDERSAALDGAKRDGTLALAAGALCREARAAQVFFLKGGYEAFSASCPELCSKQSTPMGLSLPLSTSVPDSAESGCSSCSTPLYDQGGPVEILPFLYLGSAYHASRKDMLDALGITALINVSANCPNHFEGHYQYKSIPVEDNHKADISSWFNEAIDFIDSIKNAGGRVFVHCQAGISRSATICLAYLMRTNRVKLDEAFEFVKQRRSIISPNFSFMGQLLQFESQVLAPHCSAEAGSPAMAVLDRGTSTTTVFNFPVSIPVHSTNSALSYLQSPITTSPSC
TNAP act mid DEA = human TNAP enzyme activators, primary screen, biochemical, luminescent, intermediate phosphate acceptor level; AID 813, 2007; purified TNAP, CDP-star luminescence, 100 mM DEA, 30 min; active compounds read high; scale: 0 levamisole-inhibited, 1 vehicle-only enzyme; Alkaline phosphatase, tissue-nonspecific isozyme (Homo sapiens), P05186; activation factor at 20 µM; 64,000 tested, under 10 active;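 active = activation factor of at least 2 at 20 µM, relative to controls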
Hsp90 inh = tumor Hsp90 inhibitors, primary screen, cell lysate, fluorescence polarization, NCI-N417 lysate | Heat shock protein HSP 90-alpha (Homo sapiens), P07900 | Cy3B-geldanamycin FP displacement | inhibition, % at 30 µM | actives 0.35% (n = 64,000) | AID 429, 2006;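 active = inhibition above 50%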;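 also: 0% = tracer plus lysate wells and 100% = tracer alone without lysate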
Her2 expr inh = inhibitors of Her2 protein expression, primary screen, SKBR-3 cells, AlphaScreen, 66K library; Receptor tyrosine-protein kinase erbB-2 (Homo sapiens), P04626; SKBR-3 HER2 protein level, 18-24 h; active compounds read low; HER2 level % of control, % at 10 µM; actives 0.69% (n = 65,000);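 active = HER2 level under 5% of the carrier-only control; inconclusive = no clear call, values can overlap the other calls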;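 also: 100% = DMSO carrier and 0% = 500 nM PU-H71 HSP90 inhibitor; lower value means stronger loss of Her2 protein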
SF-1 act = activators of human SF-1, primary screen, cell-based, CHO-K1, Gal4-SF-1 LBD, luciferase luminescence; AID 522, 2006; activation, % at 10 µM; actives 1.9% (n = 65,000); Steroidogenic factor 1 (Homo sapiens), Q13285; CHO-K1 Gal4-SF-1 LBD luciferase reporter; % increase over DMSO SF-1-specific signal;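 active = activation above the mean activation of all tested compounds plus 3 SD, cut at about 50% in these data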
Target sequence (Q13285 whole entry, looked up, the tested form may be a part): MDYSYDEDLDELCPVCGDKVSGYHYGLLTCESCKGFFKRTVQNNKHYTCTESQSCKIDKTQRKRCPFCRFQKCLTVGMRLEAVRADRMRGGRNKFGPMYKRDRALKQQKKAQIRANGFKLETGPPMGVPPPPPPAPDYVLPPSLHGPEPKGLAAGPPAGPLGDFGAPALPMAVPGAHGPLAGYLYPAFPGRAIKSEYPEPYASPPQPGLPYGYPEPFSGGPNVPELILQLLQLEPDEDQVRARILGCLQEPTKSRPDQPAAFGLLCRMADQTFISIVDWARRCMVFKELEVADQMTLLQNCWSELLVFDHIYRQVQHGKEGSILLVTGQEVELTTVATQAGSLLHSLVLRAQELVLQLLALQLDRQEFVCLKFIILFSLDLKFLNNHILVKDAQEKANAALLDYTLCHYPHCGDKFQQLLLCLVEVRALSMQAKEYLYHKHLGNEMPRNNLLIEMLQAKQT
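Test system: CHO-K1 cells with Gal4–hSF-1 LBD chimera plus Gal4-driven luciferase; Input: 4,000 cells/well; Compound: 10 µM only; Times: 20 h compound treatment, 37 °C; Measured by: steady-glow luciferase luminescence, read after 15 min reagent incubation; Measure: percent activation versus DMSO; Control set: DMSO and mock-transfected background; Replicates: one test per compound.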
FXIIa inh mix = human factor XIIa inhibitors, primary screen, biochemical, pooled compound mixtures, fluorogenic substrate; Coagulation factor XII (Homo sapiens), P00748; purified FXIIa; inhibition, % at 5 µM; actives 0.2% (n = 62,000); AID 684, 2007; in the data active = inhibition above about 20%, passing the limit was not always enough;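 also: 0% = enzyme without compound and 100% = no enzyme blank; some results filed as inactive read as strong as hits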
D1 mod = D1 CRE-luciferase signal change, two-sided – cell-based, HEK293 D1, dopamine EC30, D1 allosteric modulator project, primary screen | D(1A) dopamine receptor (Homo sapiens), P21728 | dopamine EC30 potentiation; actives deviate in either direction | B-score at 10 µM | actives 5.9% (n = 58,000);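 active = luminescence count or its row- and column-corrected plate score outside the 99.7% band of the plate's sample wells, on either side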
Active calls of the source: *. This is a random part of the collection; 8.9% or so of the library scored in one or more.

The first 2 compounds as a preview:
O=C(Nc1nc(-c2nc3ccccc3s2)cs1)c1ccco1 was read as Cdc25B block -7.8, RORA act 32.8, MKP-1 inh 17.6, TNAP act mid DEA 1, Hsp90 inh -3.3, Her2 expr inh 53.1, SF-1 act 26.7, FXIIa inh mix 7.7 and D1 mod 0.113.
Screening NC(=O)C1CCN(C(=O)CSc2ccccn2)CC1 returned Cdc25B block 2.5, RORA act 1.4, MKP-1 inh -3.5, TNAP act mid DEA 1, Hsp90 inh -4.8, Her2 expr inh 141.4, SF-1 act 1.6, FXIIa inh mix 11.0 and D1 mod 0.383.

All compounds of this part, from the start:
O=C(Nc1nc(-c2nc3ccccc3s2)cs1)c1ccco1 was read as Cdc25B block -7.8, RORA act 32.8, MKP-1 inh 17.6, TNAP act mid DEA 1, Hsp90 inh -3.3, Her2 expr inh 53.1, SF-1 act 26.7, FXIIa inh mix 7.7 and D1 mod 0.113.
Screening NC(=O)C1CCN(C(=O)CSc2ccccn2)CC1 returned Cdc25B block 2.5, RORA act 1.4, MKP-1 inh -3.5, TNAP act mid DEA 1, Hsp90 inh -4.8, Her2 expr inh 141.4, SF-1 act 1.6, FXIIa inh mix 11.0 and D1 mod 0.383.
CSc1nc2sc3c(c2c(=O)[nH]1)CCCC3 was read as Cdc25B block -9.9, RORA act 12.8, MKP-1 inh -4.7, TNAP act mid DEA 0.9, Hsp90 inh -1.1, Her2 expr inh 87.4, SF-1 act -4.9, FXIIa inh mix -14.7 and D1 mod 1.2.
COc1ccc(OC)c(S(=O)(=O)N(C)CC(=O)O)c1 was read as Cdc25B block -5.8, RORA act -13.5, MKP-1 inh 2.6, TNAP act mid DEA 0.9, Hsp90 inh -3.3, Her2 expr inh 102.1, SF-1 act -4.8 and FXIIa inh mix 3.1.
`Cc1ccccc1Cn1ccc(NC(=O)CCSc2nc(-c3ccco3)cc(C(F)(F)F)n2)n1` gave Cdc25B block -5.2, RORA act 8.5, MKP-1 inh 4.8, TNAP act mid DEA 0.8, Hsp90 inh -1.3, Her2 expr inh 55.9, SF-1 act -7.0, FXIIa inh mix 4.9 and D1 mod -0.28.
For COCCN1Cc2c(sc(C)c2C)N(C(=O)c2ccccc2)C1 the results were Cdc25B block -7.7, RORA act 18.1, MKP-1 inh -4.4, TNAP act mid DEA 0.8, Hsp90 inh -7.2, Her2 expr inh 77.9, SF-1 act 35.8 and FXIIa inh mix -5.0.
`COC(=O)C(NC(=O)c1ccccc1)(Nc1nc(C)cs1)C(F)(F)F` (configuration not stated) gave Cdc25B block -34.4, RORA act -2.8, MKP-1 inh -34.6, TNAP act mid DEA 0.9, Hsp90 inh -3.7, Her2 expr inh 127.7, SF-1 act -7.9 and D1 mod 1.09.
`Cc1cc(=O)[nH]c(=S)n1-c1ccccc1` gave Cdc25B block -14.2, RORA act 38.7, MKP-1 inh -9.0, TNAP act mid DEA 0.8, Hsp90 inh 1.5, Her2 expr inh 95.2, SF-1 act 13.5, FXIIa inh mix 2.0 and D1 mod 0.638.
Screening CCOc1ccccc1NC(=O)c1cccc2c1C(=O)N(CCOC)C2 returned Cdc25B block -18.0, RORA act -10.6, MKP-1 inh 2.8, TNAP act mid DEA 0.9, Hsp90 inh 1.6, Her2 expr inh 81.3, SF-1 act -3.9, FXIIa inh mix 0.2 and D1 mod 1.45.
C=CCn1c(SCC(=O)NC2CCCCC2)nnc1-c1sc(N)nc1C was read as Cdc25B block -0.9, RORA act -14.1, MKP-1 inh 1.9, TNAP act mid DEA 0.9, Hsp90 inh -0.6, Her2 expr inh 141.7, SF-1 act 8.6, FXIIa inh mix 1.9 and D1 mod -0.0439.
`CCn1c(SCC(=O)N2CCOCC2)nc(O)cc1=O` gave Cdc25B block -15.4, RORA act 3.1, MKP-1 inh -13.0, TNAP act mid DEA 1, Hsp90 inh -1.9, Her2 expr inh 83.6, SF-1 act 22.6, FXIIa inh mix -15.6 and D1 mod -0.272.
For O=C(Cn1c(=O)n(Cc2ccco2)c(=O)c2cc(Cl)ccc21)NCC1CCCO1 (configuration not stated) the results were Cdc25B block -1.3, RORA act -6.0, MKP-1 inh 9.6, TNAP act mid DEA 1, Hsp90 inh -4.4, Her2 expr inh 74.3, SF-1 act 1.8 and FXIIa inh mix -1.3.
`CC(C)(C#N)C(C)(C)c1nn[nH]n1` gave Cdc25B block 20.8, RORA act -24.9, MKP-1 inh -14.8, TNAP act mid DEA 0.9, Hsp90 inh -3.2, Her2 expr inh 91.0 and SF-1 act -9.2.
For O=C(Nc1ccc(-c2nc3ccccc3o2)c(O)c1)c1cc(-n2cnnc2)ccc1Cl the results were Cdc25B block 3.9, RORA act 23.1, MKP-1 inh inconclusive, TNAP act mid DEA 1, Hsp90 inh -3.9, Her2 expr inh 110.1, SF-1 act -10.4, FXIIa inh mix -10.3 and D1 mod -0.0259.
COc1cc(-c2nc(-c3ccc(C)nc3OC)no2)cc(OC)c1OC was read as Cdc25B block 12.0, RORA act -11.1, MKP-1 inh -6.2, TNAP act mid DEA 0.9, Hsp90 inh 2.9, Her2 expr inh 108.9, SF-1 act -14.9, FXIIa inh mix 14.1 and D1 mod -0.115.
For N#CC1=C(N)Oc2cc(N)ccc2C1C1CCCCC1 (configuration not stated) the results were Cdc25B block -7.7, RORA act 8.5, MKP-1 inh 22.0, TNAP act mid DEA 0.9, Hsp90 inh -4.7, Her2 expr inh 59.8, SF-1 act 21.9, FXIIa inh mix 4.2 and D1 mod 0.62.
Screening CC1(C)CC(=O)C(C=NC(CCC(N)=O)C(=O)O)=C(O)C1 (configuration not stated) returned Cdc25B block -8.6, RORA act -7.8, MKP-1 inh 3.3, TNAP act mid DEA 0.8, Hsp90 inh -6.2, Her2 expr inh 83.2, SF-1 act -5.9 and FXIIa inh mix -12.1.
CCCCC(=O)Nc1cc(C)c2c(=O)oc3ccccc3c2n1 was read as Cdc25B block -1.7, RORA act -11.8, MKP-1 inh 28.7, TNAP act mid DEA 0.9, Hsp90 inh -5.7, Her2 expr inh 76.2, SF-1 act -2.1 and FXIIa inh mix -11.5.
`Cc1ccc(NCc2nnc(SCC(=O)NCc3ccco3)n2CC2CCCO2)c(C)c1` (configuration not stated) gave Cdc25B block -16.8, RORA act -3.6, MKP-1 inh 0.1, TNAP act mid DEA 0.9, Hsp90 inh -5.7, Her2 expr inh 109.2, SF-1 act 6.3, FXIIa inh mix -17.6 and D1 mod 0.668.
Screening O=C(c1ccc(OCC2CCCO2)cc1)N1CCN(c2ccccc2)CC1 (configuration not stated) returned Cdc25B block -3.2, RORA act 4.4, MKP-1 inh 3.5, TNAP act mid DEA 0.9, Hsp90 inh -0.9, Her2 expr inh 105.5, SF-1 act 0.1, FXIIa inh mix 6.1 and D1 mod 0.018.
CCOC(=O)C1C(=O)NC(SCC(N)=O)=C(C#N)C1c1ccccc1OCC (configuration not stated) was read as Cdc25B block 0.0, RORA act -16.3, MKP-1 inh 8.9, TNAP act mid DEA 1, Hsp90 inh -11.4, Her2 expr inh 105.4, SF-1 act -23.8, FXIIa inh mix 12.8 and D1 mod 0.315.
Screening Cc1ccc(C)c(NC(=O)CSc2n[nH]c(-c3ccncc3)n2)c1 returned Cdc25B block -9.3, RORA act -6.4, MKP-1 inh -5.3, TNAP act mid DEA 1, Hsp90 inh -5.5, Her2 expr inh 135.9, SF-1 act 12.1, FXIIa inh mix 4.1 and D1 mod 0.682.
O=C(OCCN=C1NS(=O)(=O)c2ccccc21)c1cccnc1 was read as Cdc25B block -2.6, RORA act 5.2, MKP-1 inh -24.7, TNAP act mid DEA 0.9, Hsp90 inh -4.0, Her2 expr inh 86.0, SF-1 act 8.8, FXIIa inh mix 1.9 and D1 mod -0.0147.
CCC(=O)NCCCOc1ccccc1 was read as Cdc25B block 4.6, RORA act -13.1, MKP-1 inh 21.9, TNAP act mid DEA 0.9, Hsp90 inh -5.3, Her2 expr inh 87.1, SF-1 act 2.0, FXIIa inh mix 5.3 and D1 mod 0.389.
COc1ccccc1NS(=O)(=O)c1ccc(Cl)cc1 was read as Cdc25B block -1.7, RORA act -14.0, MKP-1 inh 6.8, TNAP act mid DEA 0.9, Hsp90 inh -1.0, Her2 expr inh 92.2, SF-1 act -0.5, FXIIa inh mix 1.6 and D1 mod -0.28.
`Cc1nc(C(C)(C)O)n(-c2ccccc2)n1` gave Cdc25B block 3.2, RORA act -21.1, MKP-1 inh -19.2, TNAP act mid DEA 0.9, Hsp90 inh -1.3, Her2 expr inh 57.6, SF-1 act -2.0, FXIIa inh mix 0.5 and D1 mod -1.44.
`COc1ccccc1Nc1nc(N)nc(CSc2nccc(C)n2)n1` gave Cdc25B block -21.6, RORA act 10.5, MKP-1 inh 6.1, TNAP act mid DEA 0.9, Hsp90 inh 3.1, Her2 expr inh 107.6, SF-1 act -11.4, FXIIa inh mix 3.8 and D1 mod -0.0012.
For COc1ccc(Cn2c(N)c(C#N)c3nc4ccccc4nc32)cc1OC the results were Cdc25B block 18.3, RORA act 13.1, MKP-1 inh -10.7, TNAP act mid DEA 0.9, Hsp90 inh -14.3, Her2 expr inh 170.5, SF-1 act 18.2, FXIIa inh mix -4.7 and D1 mod 5.13*.
For CCC(C(=O)Nc1cc(C)nn1-c1nc(C)cc(C)n1)c1ccccc1 (configuration not stated) the results were Cdc25B block 66.3*, RORA act -1.1, MKP-1 inh 33.0, TNAP act mid DEA 0.9, Hsp90 inh -0.6, Her2 expr inh 75.6, SF-1 act 2.1, FXIIa inh mix 19.8 and D1 mod 9.86*.
`O=C(Cn1nnc(-c2ccccc2NC(=O)C2CC2)n1)NC1CCCCC1` gave Cdc25B block -2.5, RORA act -1.5, MKP-1 inh -29.4, TNAP act mid DEA 0.9, Hsp90 inh -0.5, Her2 expr inh 95.2, SF-1 act -23.3, FXIIa inh mix 7.2 and D1 mod 0.223.
`CC(=O)C1C(c2cccc(Oc3ccccc3)c2)NC(=O)NC1(O)C(F)(F)F` (configuration not stated) gave Cdc25B block -5.7, RORA act -0.5, MKP-1 inh 9.7, TNAP act mid DEA 0.9, Hsp90 inh -0.7, Her2 expr inh 113.3, SF-1 act -10.5 and FXIIa inh mix 2.0.
For Cc1cccc(C2CC(c3ccccc3)Nc3ncnn32)c1 (configuration not stated) the results were Cdc25B block -5.5, RORA act -17.3, MKP-1 inh 11.8, TNAP act mid DEA 1, Hsp90 inh -2.0, Her2 expr inh 108.2, SF-1 act 18.3, FXIIa inh mix -9.6 and D1 mod 1.94.
Cc1cc2n(c1)CCn1c(C)ccc1-2 was read as Cdc25B block -2.4, RORA act -7.5, MKP-1 inh 39.4, TNAP act mid DEA 0.9, Hsp90 inh -53.8, Her2 expr inh 88.8, SF-1 act -4.9, FXIIa inh mix 5.5 and D1 mod 0.0869.
